# hgDAF12 agonist = activates the H. glycines DAF-12 receptor ligand-binding domain; HEK293 GAL4-hgDAF12 UAS-luciferase reporter, agonist luminescence; normalized to butyrate control; activation, % at 6.8 µM; 1.8% of 370,000 active;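 active = activation above a cutoff set at the mean of all screened compounds plus 3 SD, cut at about 10% in these data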;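 also: 0% = DMSO wells and 100% = sodium butyrate wells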
# NPR1 activator = GC-A (human) enzyme activation; HEK293 GC-A cells, cGMP TR-FRET, EC30 ANP; 0% at EC30 ANP, 100% saturating ANP; P16066; 0.14% of 370,000 active; AID 1671463; activation, % at 10 µM; in the data active = activation above about 40%
# NPR2 activator = GC-B (human) receptor activation; P20594; HEK293-GC-B cells, CNP EC30, cGMP TR-FRET; 0% at EC30 CNP, 100% saturating CNP; 0.11% of 370,000 active; activation, % at 10 µM;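 active = activation at 10 µM reaching about 35% in either raw or pattern-adjusted values, limit read from the data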
# SMARCA2 activ = activators of SMARCA2 function; MG213 cells, MMTV-luciferase reporter, dexamethasone, overnight; activation, % at 9.1 µM; 1% of 370,000 active; in the data active = activation above about 7.8%;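 also: 0% = vehicle wells and 100% = reference activator wells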
# DAX1 inh-1 = inhibits human nuclear receptor DAX1 | AID 504766 | inhibition, % at 6.75 µM | P51843 | HEK293 Gal4-DAX1 luciferase reporter, luminescence | 0.99% of 340,000 active;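 active = inhibition above the mean over all tested compounds plus 3 SD, cut at about 4.2% in these data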;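 also: 0% = DAX1-transfected cells with DMSO and 100% = empty-vector control cells with DMSO; inhibition shows as a rise in luminescence from relieved DAX1 repression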
# Target sequence (P51843 207-470 limits assumed): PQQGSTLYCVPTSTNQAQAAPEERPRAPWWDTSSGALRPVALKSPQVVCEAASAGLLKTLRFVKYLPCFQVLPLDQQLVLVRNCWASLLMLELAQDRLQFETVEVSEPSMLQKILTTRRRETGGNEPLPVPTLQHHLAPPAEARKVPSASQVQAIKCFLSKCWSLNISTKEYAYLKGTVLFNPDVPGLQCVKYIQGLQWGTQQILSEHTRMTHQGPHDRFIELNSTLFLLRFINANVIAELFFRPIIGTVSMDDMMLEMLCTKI
# DAX1 inh-2 = blocks DAX1 repression of SF-1 activated StAR promoter; HEK293T StAR-luciferase reporter, SF-1/DAX-1 repression relief; inhibition, % at 6.8 µM; 1.1% of 370,000 active; AID 652010;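 active = inhibition above the mean over all tested compounds plus 3 SD, cut at about 3.6% in these data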;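 also: 0% = DAX-1 cells with DMSO and 100% = cells lacking DAX-1 with DMSO; higher inhibition means more luminescence from relief of DAX-1 repression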
# HGIII-sPLA2 inh = Inhibits HGIII-sPLA2 liposome hydrolysis, primary screen; Q9NZ20; QFRET BODIPY PC-A2 liposome hydrolysis, fluorescence; inhibition, % at 12.2 µM; 0.56% of 370,000 active; AID 743126;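 active = inhibition above mean plus 3 SD of compounds lying within the high and low control bounds, cut at about 19% in these data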;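 also: 0% = median of test compound wells and 100% = no enzyme DMSO wells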
# Target sequence (Q9NZ20 whole entry, looked up): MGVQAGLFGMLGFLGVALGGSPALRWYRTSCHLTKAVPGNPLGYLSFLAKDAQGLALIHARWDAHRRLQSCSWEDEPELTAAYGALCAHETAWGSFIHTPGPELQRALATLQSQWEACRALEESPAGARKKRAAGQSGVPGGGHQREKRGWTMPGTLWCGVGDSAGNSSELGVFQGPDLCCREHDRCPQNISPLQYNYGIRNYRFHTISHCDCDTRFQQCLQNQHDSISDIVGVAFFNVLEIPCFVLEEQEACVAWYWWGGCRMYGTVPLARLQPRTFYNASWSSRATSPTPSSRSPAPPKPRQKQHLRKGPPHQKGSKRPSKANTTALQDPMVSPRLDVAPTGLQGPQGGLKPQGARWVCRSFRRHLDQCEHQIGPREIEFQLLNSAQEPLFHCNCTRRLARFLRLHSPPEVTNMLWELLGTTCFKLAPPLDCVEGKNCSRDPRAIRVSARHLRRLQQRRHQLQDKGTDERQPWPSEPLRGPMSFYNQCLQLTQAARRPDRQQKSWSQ
# hcDAF12 agonist = H. contortus DAF-12 activation, primary screen. HEK293 hcDAF-12 lit1-tk-luc reporter, luminescence; 0% DMSO, 100% Δ7-dafachronic acid. activation, % at 6.8 µM. 1.4% of 370,000 active;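 active = activation above the mean of all tested compounds plus 3 SD, cut at about 5.5% in these data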;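 also: 100% = response to 3 µM Δ7-dafachronic acid high control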
# ADAM10 inh = ADAM10 inhibition, QFRET primary screen. 0.62% of 370,000 active. AID 720582. recombinant ADAM10, EDANS/DABCYL FRET peptide cleavage, 3 h. inhibition, % at 7 µM;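 active = inhibition above a per-campaign cutoff equal to the mean of compounds falling between control-based bounds plus 3 SD, cut at about 20% in these data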;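 also: 0% = DMSO wells while the 100% control is not disclosed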
# ssDAF12 agonist = activators of S. stercoralis DAF-12 nuclear receptor; HEK293 ssDAF-12/GRIP1 lit1-tk-luc reporter, luminescence; % of 3 µM dafachronic acid response; AID 652126; activation, % at 6.8 µM; 1% of 370,000 active;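 active = activation above the mean over all tested compounds plus 3 SD, cut at about 0.9% in these data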;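 also: 0% = DMSO-only wells and 100% = 3 µM delta7-dafachronic acid wells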
# FXN GAA850 act = activators of GAA850 frataxin (FXN) promoter; HEK293 lucGAA850 FXN promoter luciferase reporter, 24 h; percent of 10 µM SAHA response; activation, % at 6 µM; 0.56% of 360,000 active;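 active = activation above the average of all compounds screened plus 3 SD, cutoff fixed separately per campaign, cut at about 7.5% in these data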;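 also: 0% = DMSO wells and 100% = 10 µM SAHA wells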
# * hit, by the source's call; i = inactive; / = not tested or not shown.
SMILES,hgDAF12 agonist,NPR1 activator,NPR2 activator,SMARCA2 activ,DAX1 inh-1,DAX1 inh-2,HGIII-sPLA2 inh,hcDAF12 agonist,ADAM10 inh,ssDAF12 agonist,FXN GAA850 act
COc1ccc(S(=O)(=O)Nc2cccnc2)c(C)c1C,-0.2,1,1,3,0.7,0.6,-1,-1.2,4,-1.5,1.0
O=C(CC1Sc2ccccc2NC1=O)NNc1ccc(Cl)cc1Cl (stereo not given),-1.7,-14,-7,-1,-0.8,0.0,-32,0.4,-7,0.0,1.7
COC(=O)c1ccccc1NC(=O)C1CCCC1,-2.6,1,-2,-2,1.3,-0.6,1,-1.3,-7,-0.6,0.7
COc1ccc(CNc2nc(C)cc(C)c2C#N)cc1,-2.1,11,14,0,1.6,-0.3,-2,-2.4,-123,-1.8,3.2
C[C@@H]1[C@@H](c2ccccc2)OC(O)([C@H](Cc2ccccc2)NC(=O)OC(C)(C)C)CN1C (stereo not given in full),1.8,-5,-10,/,/,/,-12,-1.1,2,-1.9,/
COc1ccc(OCC(O)CN(C)C(=O)/C=C/c2cccc([N+](=O)[O-])c2)cc1 (stereo not given),-1.2,-4,0,0,-0.2,0.1,-15,0.8,4,-1.5,0.6
Cc1cc(=O)n(C)c2ccccc12,-0.5,-2,1,0,0.7,-0.3,-4,0.2,-9,-1.1,-0.4
Cc1ccc(NS(=O)(=O)c2ccc3[nH]c(=O)[nH]c3c2)cc1,-1.1,-2,-3,-1,0.1,-0.2,-10,0.5,4,-0.9,0.4
CCOC(=O)C1(C(=O)OCC)N=C(c2ccccc2)C=C1c1ccccc1,-2.5,-2,-6,-5,/,-0.8,-17,0.8,14,-0.6,/
COc1ccc(N2CCN(c3cncc(C)n3)CC2)cc1,2.2,1,2,8.2*,/,0.4,2,0.6,4,-0.7,0.3
COC(=O)c1ccc2nc(-c3ccc(C)cc3)c(Cc3ccc(OC)cc3C)n2c1,6.5,17,17,0,/,1.1,-14,0.8,-92,-1.2,/
Nc1nc(SCCN2C(=O)c3ccccc3C2=O)n[nH]1,1.1,2,5,0,1.5,-1.0,1,-0.6,3,-1.4,0.1
Fc1ccc(C(c2nnnn2C2CCCC2)N2CCN(Cc3ccccc3)CC2)cc1 (stereo not given),-1.0,-4,-2,1,0.1,0.1,-4,0.0,-1,-1.4,-1.1
CC(=O)c1ccccc1OC(=O)c1ccc([N+](=O)[O-])o1,1.9,-2,0,0,1.0,0.0,-5,1.2,0,-1.3,-2.9
CCNC(=O)O/N=C(\C)c1sc(-c2ccccc2)nc1C,2.3,-3,1,2,0.5,0.3,0,0.3,4,-0.7,1.3
COc1cc(C(=O)NCCOc2ccc(Cl)cc2)ccc1OCc1c(C)noc1C,-0.4,0,-1,1,-0.4,-3.1,-10,-1.9,4,-1.0,-2.0
Oc1ccc(N=Cc2ccc(-c3cccs3)s2)cc1,-0.7,-6,-9,-4,-0.1,-1.7,-1,-1.4,i,-1.9,-8.1
O=C(CCC(=O)Nc1cccc2ccccc12)N/N=C/c1ccco1,1.7,1,3,1,0.3,0.2,-9,-1.3,4,-0.8,0.7
O=C(O)CCc1ccc(-c2ccc(F)cc2)n1CCC(=O)O,1.2,-1,-1,2,0.6,-0.4,-9,-1.1,-74,-1.8,0.4
O=C(Nc1cc(C(=O)N2CCCC2)ccc1N1CCCC1)c1ccccc1F,-1.1,6,6,-4,-1.3,-1.5,3,-1.9,-8,-0.5,-9.3
COc1ccc(Cl)cc1NC(=O)N1CCN(CCc2ccccc2)CC1,0.2,0,3,-1,1.3,0.1,-4,-2.0,0,-1.7,-0.9
COC(=O)c1ccc(NCc2cc(O)ccc2O)cc1O,-9.1,3,-6,8.5*,-2.0,-3.9,17,-2.1,1,-1.1,7.0
Cc1ccc(-c2cn(-c3ccc(SC(F)F)cc3)c3[n+]2CCC3)cc1,-5.3,11,5,-6,-2.3,-2.4,-5,-3.5,3,-2.1,-2.7
Cc1ccc(Cc2c(C3CCCCC3)nc3c4ccccc4ccn23)cc1,-1.4,2,-1,4,/,-1.0,3,1.0,-43,-1.0,/
CC1=NN(c2ccccc2)C(=O)/C1=C/c1ccc[nH]1,9.3,-4,3,1,0.2,0.6,7,7.6*,8,1.1*,6.5
CCCC[C@H]1COCCS(=O)(=O)N1Cc1ccc(C)cc1,-2.3,-4,-2,2,1.0,-0.5,-13,-1.3,-5,-1.1,-0.7
CCc1nnc(NS(=O)(=O)c2ccc(NC(=O)c3ccccc3C)cc2)s1,-0.6,-2,-5,2,3.4,0.4,-23,2.3,4,-0.6,0.4
COc1ccccc1N(CC(O)CN1CCC(C)CC1)S(=O)(=O)c1ccccc1 (stereo not given),-1.6,-3,8,-4,0.5,0.0,9,1.9,9,-1.3,-0.7
Cc1ccccc1CSc1ccc2nnc(-c3ccccn3)n2n1,1.9,2,-3,-3,0.4,-0.3,5,-2.4,-6,-1.8,0.9
COc1ccc(CCNc2ccc(C(CC(N)=O)NC(=O)c3cc(OC)ccc3OC)cc2[N+](=O)[O-])cc1 (stereo not given),-1.3,1,-5,1,0.3,-0.3,-8,-0.9,-11,-1.0,-0.9
O=C(CCNS(=O)(=O)c1ccc(Br)cc1)NC1CCC(O)CC1 (stereo not given),0.1,3,2,-2,0.1,0.1,3,-0.1,1,-1.1,1.2
CC1CCCC(C)N1C(=O)COC(=O)Cc1ccc(Cl)cc1 (stereo not given),3.3,8,3,-2,0.1,-1.3,-1,0.1,-1,-1.1,0.7
Clc1ccc(CSc2nnc(CN3CCOCC3)n2-c2ccccc2)cc1Cl,-1.9,-40,-31,0,-1.0,-0.2,-12,-3.8,-5,-0.8,2.2
CCCCCn1nc(C(=O)OCc2nnc(-c3ccccc3)o2)c2ccccc2c1=O,-1.7,-1,-3,-1,0.6,2.3,1,-0.6,-6,-0.8,-0.6
Cc1cc(C)c(NC(=O)COC(=O)C2CCN(c3ccc(C(F)(F)F)cn3)CC2)c(Cl)c1,2.0,-3,-1,-1,0.2,0.0,6,-1.3,2,-0.8,0.9
CCOc1ccc(C(=O)Nc2cc(C)ccn2)cc1,7.0,-1,1,2,-2.6,3.6*,1,3.6,-5,0.6,-3.4
CCOc1ccc(C(=O)N2CCCC(c3nc(-c4cccs4)no3)C2)cc1 (stereo not given),2.9,2,2,-2,-1.4,-0.9,-1,-2.5,-9,0.1,-1.6
O=C(COC(=O)c1ccc(S(=O)(=O)N2CCCC2)cc1)NCCc1ccc(F)cc1,0.9,0,7,-3,0.2,1.3,3,0.2,-4,-0.9,0.7
CC(C)n1c(N)c(C#N)c2ccc([N+](=O)[O-])cc2c1=O,2.5,10,12,1,-1.4,-0.2,2,-1.1,5,-1.4,3.5
O=C(CN1C(=O)/C(=C\c2ccccc2Cl)Oc2ccccc21)NCc1cccnc1,-2.1,-11,-6,1,-0.4,-0.7,-4,-0.6,-186,-1.3,2.1
CC(C)OC(=O)NC(C)(C)COC(=O)Nc1cccc(Cl)c1,2.6,-7,-11,3,2.0,-0.8,-2,-2.0,9,-1.3,0.8
COc1ccc(CCNC(=O)CSc2n[nH]c(N)n2)cc1,-1.1,-1,2,5,-1.5,-0.1,4,-1.5,2,-1.2,2.0
CCCCOC(=O)/C=C\C(=O)OCCCC,-1.1,3,3,1,6.9*,0.6,12,-1.3,-23,-1.1,1.4
Cc1ccc(-c2noc(CCC(=O)NC3CC3)n2)cc1,1.5,-3,2,2,-1.4,0.2,0,-1.1,-1,-0.9,1.5
CCOC(=O)N1CCC(NC(=O)c2cc3c(-c4ccc(Cl)cc4)nn(C)c3s2)CC1,0.3,8,-5,1,0.3,1.1,0,7.8*,-8,0.2,2.5
CCOC(=O)C1=C(N)Oc2cc(C)n(CCc3ccc(OC)c(OC)c3)c(=O)c2C1c1cccnc1 (stereo not given),0.4,-3,-3,2,-0.6,-0.3,-4,-2.5,-2,-1.6,-0.7
CCN(CC)C(=O)CSc1nc2ccccc2c(=O)n1CC1CCCCC1,0.4,13,14,0,-0.4,-0.6,-7,-2.2,-3,-1.5,-1.8
O=C(COC(=O)Cn1cnc2ccccc21)Nc1ccc(OC(F)F)cc1,4.6,-1,0,-1,1.4,-0.7,3,0.2,2,-1.3,1.7
COC(=O)c1cccc(Cn2nnc3ccccc3c2=O)c1,-0.1,-2,7,0,-1.7,-0.1,-11,-0.9,-7,-1.3,2.2
O=C(N1CCCCCC1)N1CCN(S(=O)(=O)N2CCCCC2)CC1,-1.6,2,1,0,0.4,-0.6,0,2.1,-4,-1.1,0.8
C[C@H]1[C@H](c2ccccc2)Oc2cccc(N3CCCC3)c2S(=O)(=O)N1Cc1cccc(F)c1,0.6,2,4,-1,/,0.9,-1,-1.2,-5,-0.6,/
CCCCOc1ccc(C(=S)N2CCC(C(N)=O)CC2)cc1,-2.5,4,1,3,0.5,0.9,9,-1.3,-6,-0.8,5.1
O=C(Nc1ccc(Br)cc1)c1cccc(N2C(=O)C3CCCCC3C2=O)c1 (stereo not given),1.7,3,-1,3,0.3,0.8,3,-2.4,-2,-0.4,-0.8
CN(CC(=O)Nc1c(Cl)cccc1Cl)C(=O)c1ccncc1,-0.4,4,-5,-1,-0.3,0.0,2,-0.9,-6,-0.4,-0.8
CN(CC(=O)Nc1ccc(F)c(F)c1F)C(=O)CCN1C(=O)C2CCCCC2C1=O (stereo not given),-1.4,0,-1,-4,0.0,1.4,-2,-1.5,-2,-1.3,-0.8
Cc1c(C)c2cc(Cl)c(O)c(CN(C)C)c2oc1=O,0.0,10,1,-2,0.2,0.2,9,-0.9,i,-0.8,-3.3

# Molecules listed so far that contain a nitro group on carbon (four):
SMILES,hgDAF12 agonist,NPR1 activator,NPR2 activator,SMARCA2 activ,DAX1 inh-1,DAX1 inh-2,HGIII-sPLA2 inh,hcDAF12 agonist,ADAM10 inh,ssDAF12 agonist,FXN GAA850 act
COc1ccc(OCC(O)CN(C)C(=O)/C=C/c2cccc([N+](=O)[O-])c2)cc1 (stereo not given),-1.2,-4,0,0,-0.2,0.1,-15,0.8,4,-1.5,0.6
CC(=O)c1ccccc1OC(=O)c1ccc([N+](=O)[O-])o1,1.9,-2,0,0,1.0,0.0,-5,1.2,0,-1.3,-2.9
COc1ccc(CCNc2ccc(C(CC(N)=O)NC(=O)c3cc(OC)ccc3OC)cc2[N+](=O)[O-])cc1 (stereo not given),-1.3,1,-5,1,0.3,-0.3,-8,-0.9,-11,-1.0,-0.9
CC(C)n1c(N)c(C#N)c2ccc([N+](=O)[O-])cc2c1=O,2.5,10,12,1,-1.4,-0.2,2,-1.1,5,-1.4,3.5
